Screening results deposited in PubChem by National Center for Advancing Translational Sciences (NCATS).
LDHA block = blocks human lactate dehydrogenase A; P00338; purified LDHA, NADH/diaphorase-resazurin fluorescence; active compounds read low; activity change, % (values are at about 110 or 230 µM); 0.15% of 480,000 active; AID 1347041; in the data active means activity change below about -30%; inconclusive means mostly about -25% to -30%;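 further: plate controls were DMSO wells for no effect and wells without enzyme for full effect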
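Human LDH5 (2 nM) was incubated with 0.06 mM NADH and 0.2 mM pyruvate for 5 min at room temperature in Tris pH 7.4. Remaining NADH was coupled through diaphorase/resazurin, and resorufin fluorescence was read at 0 and 20 min.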
Pol kappa inh = inhibitors of human DNA polymerase kappa. AID 588579. Potency, µM (highest dose often 107 µM), for the others: at the top dose activity, negative = inhibition, hits mostly inhibitors. 0.53% of 400,000 active. purified Pol kappa, fluorescent DNA synthesis assay, 10 min; active means well fitted inhibition curve with a large enough effect; inconclusive means small, poorly fitted or top-dose-only effect, or another doubt; inactive means no such curve, though single readings can be large or run the other way; further: potency means the concentration at half of the fitted maximal effect
Target sequence (Q9UBT6 whole entry, looked up): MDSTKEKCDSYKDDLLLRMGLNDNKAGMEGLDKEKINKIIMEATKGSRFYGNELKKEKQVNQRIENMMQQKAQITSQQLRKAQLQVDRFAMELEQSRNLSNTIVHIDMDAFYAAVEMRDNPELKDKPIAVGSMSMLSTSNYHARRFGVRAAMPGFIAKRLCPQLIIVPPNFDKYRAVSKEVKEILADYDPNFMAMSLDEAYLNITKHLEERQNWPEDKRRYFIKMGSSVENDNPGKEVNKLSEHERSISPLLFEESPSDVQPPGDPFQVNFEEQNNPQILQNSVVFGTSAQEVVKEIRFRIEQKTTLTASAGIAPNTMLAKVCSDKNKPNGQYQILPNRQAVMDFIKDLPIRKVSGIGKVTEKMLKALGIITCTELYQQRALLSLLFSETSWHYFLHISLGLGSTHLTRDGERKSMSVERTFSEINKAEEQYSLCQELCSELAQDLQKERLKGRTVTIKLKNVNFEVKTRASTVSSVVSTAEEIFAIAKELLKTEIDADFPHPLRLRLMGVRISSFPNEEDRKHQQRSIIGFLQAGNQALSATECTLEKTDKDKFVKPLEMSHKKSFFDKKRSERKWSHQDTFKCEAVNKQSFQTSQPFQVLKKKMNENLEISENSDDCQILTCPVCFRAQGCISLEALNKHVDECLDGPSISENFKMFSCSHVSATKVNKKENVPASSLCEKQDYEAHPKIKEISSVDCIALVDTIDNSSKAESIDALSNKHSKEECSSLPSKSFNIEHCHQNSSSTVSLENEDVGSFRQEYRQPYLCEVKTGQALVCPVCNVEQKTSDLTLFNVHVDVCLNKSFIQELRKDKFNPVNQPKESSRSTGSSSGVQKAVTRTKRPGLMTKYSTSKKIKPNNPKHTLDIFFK
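Kinetic fluorescence readout at 0 and 10 min followed reaction start with substrate at 50 nM final. Beforehand, enzyme (10 nM Pol kappa) stood 15 min with compound at room temperature; buffer-only wells were negative controls.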
The depositor's hits bear a star; ? = inconclusive; [ ] = dose if it differs, or a comment. Unless noted, on the % scale 0 is the no-effect control and ±100 the full control effect. A portion of the library (hit frequency here may not be typical).

SMILES	LDHA block	Pol kappa inh
Cc1ccccc1C(=O)Nc1cccc(-c2nnc(SCC(=O)NCc3ccco3)n2C)c1	-11	-23%
CC(C)(C)C1CCC(NC(=O)c2cnn3c2NC(=C2CC2)C=C3C(F)F)CC1 (configuration not stated)	5	-4%
CC(=O)N(O)c1ccc(/C=C2\C=Cc3ccccc32)cc1	-2	-5%
Nc1cc([N+](=O)[O-])cc(N)c1N	7	-25%
CCc1cccc(NC(=O)COC(=O)c2ccccc2OCc2ccccc2Br)c1	-4	3%
c1coc(CNc2ncnc3c2nc2n3CCCC2)c1	3	2%
COc1cc(/C=C2\C=Cc3ccccc32)ccc1N(C)C	5	1%
Nc1ccc(/C=C/c2ccnc3ccccc23)cc1	1	3%
Cc1ccc2oc(-c3ccc(C)c(NC(=O)COc4ccc(Cl)cc4)c3)nc2c1	0	10%
COc1cc2c(NC3CCN(C)CC3)nc(N3CCCN(C)CC3)nc2cc1OCCCN(C)C	21	-37%
COc1ccccc1NC(C)C(=O)c1c(C)[nH]c2ccccc12 (configuration not stated)	1	-1%
CN(C)c1ccc(CCc2ccnc3ccccc23)cc1	0	-15%
CCn1c(SC(C)C(=O)NCc2ccco2)nnc1-c1ccccc1 (configuration not stated)	-3	-99%
O=C(C[n+]1c(Cl)ccc2ccccc21)c1ccc2ccccc2c1	1	-15%
CN(C)c1ccc(/C=C/c2sc3ccccc3[n+]2CCCCI)cc1	-8	50µM*
N=C(N)SCc1cccc2c(=O)cc(-c3ccccc3)oc12	-4	-19%
Cc1ccc(C)c(C(=O)C[n+]2cccc(Br)c2)c1	-3	-12%
CN(C)c1ccc(/C=C/c2nc3ccccc3s2)cc1Cl	0	0%
NS(=O)(=O)c1ccc(N=Nc2nc3[nH]cnc(=S)c3[nH]2)cc1	0	-16%
C1=CN2CC=Cc3cc(/C=C/c4ccnc5ccccc45)cc(c32)C1	0	?
CCN(CC)c1nc(NC2CCN(C)CC2)c2cc(OC)c(OC)cc2n1	14	1%
C=C(NNC(C)=O)c1ccc(O)cc1	-12	-2%
CN(C)c1ccc(C=C2c3ccccc3-c3ccccc32)cc1	10	-21%
CC(C)(C)c1ccc(C(=O)C[n+]2cc(Br)cc(Br)c2)cc1	4	6%
Cc1cc([N+](C)(C)C)cc(C)c1/C=C/c1ccnc2ccccc12	-8	?
O=C(Nc1cccc(Nc2ccccc2)c1)c1cnn2c1NC(=C1CC1)C=C2C(F)F	-5	-14%
CSc1ccc(/C=C2\C=Cc3cc([N+](=O)[O-])ccc32)cc1	5	-7%
C(=C\c1nc2ccccc2s1)/c1ccc2c(c1)OCO2	-1	0%
O=C1c2ccccc2C(=O)N1c1nc(-c2ccc(Cl)cc2)cs1	-18	-20%
CN(C)c1ccc(/C=C2\Cc3ccccc3C2=O)cc1	2	1%
Cc1ccc(C=O)cc1Cl	5	7%
CC(=O)NC(Cc1ccc(Cl)cc1)C(=O)NCC(N)C(=O)c1ccccc1 (configuration not stated)	-2	-5%
Clc1ccc(/C=C/c2ccc3ccccc3n2)c(Cl)c1	-6	-13%
O=C(COc1ccccc1C(=O)Nc1ccccc1)Nc1cccc(F)c1	0	5%
C[N+]1(CC(=O)c2ccc(Oc3ccc(C(=O)C[N+]4(C)CCOCC4)cc3)cc2)CCOCC1	1	-23%
O=C(C[n+]1cc(Br)cc2ccccc21)c1ccc(O)c(O)c1	10	2.8µM*
O=C(NC1CCCCCC1)C1CCC(CNS(=O)(=O)c2cccc3cccnc23)CC1 (configuration not stated)	-2	8%
COc1cc2nc(N3CCN(C)CC3)nc(NC(C)C)c2cc1OC	18	-5%
COc1ccc(/C=C/C(=O)c2c(O)c(OC)c3occc3c2OC)cc1OC	20	9%
O=C(C[n+]1ccccc1)c1ccc(I)cc1	5	1%
O=C1CCCc2[nH]c(=O)c(C(=O)NCc3ccccc3)cc21	-5	-5%
O=C1c2ccccc2C(=O)N1c1nc(-c2ccc(F)cc2)cs1	-8	-10%
COc1ccc(C(NC(=O)COc2ccc(C#N)cc2)c2ccc(OC)cc2)cc1	-1	2%
O=C(O)C1CCCC1	1	28µM*
CC(=O)NC(Cc1ccc([N+](=O)[O-])cc1)C(=O)NCC(N)C(=O)c1ccccc1 (configuration not stated)	0	-8%
c1ccc(-c2ccc(-c3csc4ncnc(Sc5nnnn5-c5ccccc5)c34)cc2)cc1	1	8%
C(=Nc1ccc(/C=C/c2ccnc3ccccc23)cc1)Nc1ccc(/C=C/c2ccnc3ccccc23)cc1	-21	-6%
COc1ccc2c(c1)C=C/C2=C\c1ccc(N(C)C)cc1	1	-9%
O=C(CC(Cl)(Cl)Cl)N1CCN(/[N+]([O-])=N/Oc2ccc([N+](=O)[O-])cc2[N+](=O)[O-])CC1	4	-9%
C=C(C(=O)O)c1ccc2ccccc2c1	4	?
O=C(O)c1cc(=O)c2c3nc4ccccc4oc-3cc(=O)c2[nH]1	18	10µM*
CC1Cc2ccccc2C[N+]1(C)CC(=O)c1ccc(I)cc1 (configuration not stated)	-7	-3%
CC1CCN(CC[S-])CC1.O.O.[Cl][Pt]	-4	-27%
O=C(C[n+]1cc(Br)cc(Br)c1)c1ccc2c(c1)CCCC2	0	-18%
CCCCCCOc1ccc(CC(=O)O)cc1	-5	2%
O=C(C[n+]1ccccc1Cl)c1ccccc1	3	-14%
S=Cc1ccc(/C=C/c2ccnc3ccccc23)cc1	-3	-20%
CS(=O)(=O)N1CCN(/[N+]([O-])=N/Oc2ccc([N+](=O)[O-])cc2[N+](=O)[O-])CC1 (tested in a mixture with another compound)	-1	-14%
O=C(Nc1ccc(F)c(F)c1)c1cnn2c1NC(=C1CC1)C=C2C(F)F	-5	-8%
Cc1ccc(OCC(=O)Nc2ccc(O)c(-c3nc4cc(C)c(C)cc4o3)c2)cc1	-2	0%

Arranged by the number under LDHA block (ascending): five from the list above.
SMILES	LDHA block	Pol kappa inh
O=C(Nc1ccc(F)c(F)c1)c1cnn2c1NC(=C1CC1)C=C2C(F)F	-5	-8%
O=C(C[n+]1cc(Br)cc(Br)c1)c1ccc2c(c1)CCCC2	0	-18%
O=C(C[n+]1ccccc1Cl)c1ccccc1	3	-14%
O=C(CC(Cl)(Cl)Cl)N1CCN(/[N+]([O-])=N/Oc2ccc([N+](=O)[O-])cc2[N+](=O)[O-])CC1	4	-9%
O=C(O)c1cc(=O)c2c3nc4ccccc4oc-3cc(=O)c2[nH]1	18	10µM*

Compound profiles (already shown). Order of screens: LDHA block	Pol kappa inh
`CCn1c(SC(C)C(=O)NCc2ccco2)nnc1-c1ccccc1` (configuration not stated) as listed: -3	-99%
`CCCCCCOc1ccc(CC(=O)O)cc1` as listed: -5	2%

Remaining list, next part:
SMILES	LDHA block	Pol kappa inh
Cc1ccc(S(=O)(=O)N2CCN(c3nc(N(C)c4cc(Cl)ccc4O)nc4ccccc34)CC2)cc1	-2	-16%
COc1cc(Cl)c(CC(=O)NO)cc1OC	8	16%
CCCCOc1ccc(C(N)=O)cc1	2	2%
Cc1[nH]c2ccccc2c1C(c1c[nH]c2ccccc12)c1c(C)[nH]c2ccccc12	8	3%
CN(C)c1ccc(/C=C/c2c(Br)cnc3ccccc23)cc1	2	-4%
COc1ccc(OC)c(/C=C/c2ccc3ccccc3[n+]2C)c1	3	-11%
CNc1nc(N2CCCN(C)CC2)nc2cc(OC)c(OC)cc12	15	-23%
Nc1ccc(/C=C/c2nc3ccccc3s2)cc1	-6	-23%
CNc1ccc(C=O)cc1Cl	-10	-14%
NC1=NC(=O)/C(=C\c2ccc(-c3ccccc3[N+](=O)[O-])o2)S1	42	?
COc1ccc(CCSc2n[nH]c(C(C)C)n2)cc1	1	8%
CC(c1ccccc1)n1c(-c2ccccc2)n[nH]c1=S (configuration not stated)	-11	-15%
C=Cc1ccc(N=Cc2ccc(N(C)C)cc2)cc1	1	-10%
CC(=O)NC1CCCC1C#N (configuration not stated)	-3	3%
CC(C)COc1ccc(CC(=O)NO)cc1	5	-16%

In the list so far, five have a furan ring, fused or not:
SMILES	LDHA block	Pol kappa inh
Cc1ccccc1C(=O)Nc1cccc(-c2nnc(SCC(=O)NCc3ccco3)n2C)c1	-11	-23%
c1coc(CNc2ncnc3c2nc2n3CCCC2)c1	3	2%
CCn1c(SC(C)C(=O)NCc2ccco2)nnc1-c1ccccc1 (configuration not stated)	-3	-99%
COc1ccc(/C=C/C(=O)c2c(O)c(OC)c3occc3c2OC)cc1OC	20	9%
NC1=NC(=O)/C(=C\c2ccc(-c3ccccc3[N+](=O)[O-])o2)S1	42	?

More structures
SMILES	LDHA block	Pol kappa inh
C(=C\c1ccc2ccccc2n1)/c1cccnc1	-4	0%
COc1ccc(Cl)cc1N(C)c1nc(N2CCN(S(=O)(=O)c3ccc(C)cc3)CC2)c2ccccc2n1	2	17%
Cc1nc2ccccc2nc1-c1csc(-c2ccccc2)n1	0	-5%
CC1=CC(=C(c2ccc(N)cc2)c2ccc(N)cc2)C=CC1=N	6	3%[19.4 µM]
CN(C)c1ccc(/C=C2\C=Cc3ccccc32)c(Cl)c1	-10	-9%
Cc1[nH]c2ccccc2c1C(=O)C(C)Sc1nc2ccccc2c(=O)n1Cc1cccnc1 (configuration not stated)	-5	-6%
COc1cc2c(NC3CCN(C)CC3)nc(N3CCCN(C)CC3)nc2cc1OCCCCCC(N)=O	12	-6%
C=CCN(CC=C)c1ccc(/C=C/c2ccnc3ccccc23)cc1	5	-18%
O=C(C[n+]1ccccc1)c1ccc(O)c(O)c1	10	?
CC1(C)OB(c2cnc(C#N)nc2)OC1(C)C	-11	-8%
CN1CCN(/[N+]([O-])=N/Oc2ccc([N+](=O)[O-])cc2[N+](=O)[O-])CC1	-1	-12%
Cc1cc(/C=C2\C=Cc3ccccc32)cc(C)c1[N+](=O)[O-]	-4	-14%
ICC[n+]1csc2ccccc21	-22	5%
CN1CCCc2ccccc21	?	-7%
COc1cc2nc(N3CCCCC3)nc(NC3CCN(C)CC3)c2cc1OC	16	-4%

A second format for some results above.
| structure | LDHA block | Pol kappa inh |
| --- | --- | --- |
| CC1(C)OB(c2cnc(C#N)nc2)OC1(C)C | -11 | -8% |
| CN1CCN(/[N+]([O-])=N/Oc2ccc([N+](=O)[O-])cc2[N+](=O)[O-])CC1 | -1 | -12% |
| Cc1cc(/C=C2\C=Cc3ccccc32)cc(C)c1[N+](=O)[O-] | -4 | -14% |
| ICC[n+]1csc2ccccc21 | -22 | 5% |
| CN1CCCc2ccccc21 | ? | -7% |

Going on with the list.
SMILES	LDHA block	Pol kappa inh
CCN1CCN(c2ccc(/C=C/c3ccnc4ccccc34)cc2)CC1	-4	-8%
COc1cc(OC)c(/C=C/c2nc3ccccc3o2)c(OC)c1	-1	-2%
C(=C\c1ccnc2ccccc12)/c1ccc(N2CCN(c3ccc(/C=C/c4ccnc5ccccc45)cc3)CC2)cc1	-2	-5%
Cc1nc([N+](=O)[O-])cn1CC(O)c1ccc2c(c1)OCCCO2 (configuration not stated)	4	6%
CCOc1ccc(NC(=O)c2nc(SCc3ccccc3F)ncc2Cl)cc1	-1	-3%
CCCCOc1ccc(CC(=O)N(C)O)cc1	4	-5%
CN(C)c1ccc(/C=C/c2ncnc3ccccc23)cc1	2	?
Oc1cc2cc(-c3csc(-c4ccc(F)cc4)n3)ccc2[nH]1	1	-25%
Cc1cc(/C=C/c2nc3ccccc3s2)ccc1N(C)C	-7	-11%
CCN(CC)c1ccc(/C=C/c2sc3ccccc3[n+]2CCCCI)cc1	-3	?
CN(C(=O)COC(=O)c1ccccc1OCC(=O)Nc1ccc(Br)cc1)c1ccccc1	0	-12%
COc1cc(/C=C/c2ccnc3ccccc23)ccc1N(C)C	6	4%
CS(=O)(=O)c1ccc(/C=C2\C=Cc3ccccc32)cc1	-5	-10%
CN(C)c1ccc(N=Nc2ccnc3ccccc23)cc1	2	1%
COc1cc2nc(N3CCCN(C)CC3)nc(NC3CCN(C)CC3)c2cc1OC	19	-5%
